Compound activity from PubChem BioAssay.
Shiga toxin inh: Shiga toxin inhibition | inhibition, % at 38.7 µM | Vero cells, Shiga toxin protein synthesis inhibition reporter | 290,000 compounds, 9.2% hits; in the data active = inhibition mostly above about 28%, no sharp cut-off; inactive = mostly below about 43%; note: 0% is about no effect
HCMV inh: human cytomegalovirus inhibition; 410,000 compounds, 4.5% hits; AID 1259415; HFF cells, HCMV-luciferase reporter, 72 h; stronger effect = lower value; activity change, negative = inhibition, % at 57.5 µM; in the data active = activity change below about -60%; inconclusive = no clear call, values can overlap the other calls; inactive = above about -39%; note: % is set by controls: 0 for no effect and ±100 for the full control effect
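After 16 h attachment at 37C, HFF cells received test compound and HCMV-luciferase (1 PFU/cell); reporter luminescence read 72 h later, data normalized against buffer-only and known inhibitor Salinomycin.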
AmpC no deterg: AmpC beta-lactamase inhibition without detergent; AmpC nitrocefin hydrolysis, absorbance 480 nm, 0.0001% Triton; 330,000 compounds, 0.52% hits; AID 485341; Potency, µM (doses to about 57.1 µM), inactives show at the highest dose activity change, negative = inhibition, actives largely listed as inhibitors;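 note: potency is the fitted concentration of half-maximal effect; plate controls were no compound for no effect and no enzyme for full effect; nearly all actives have a fitted effect of over 20% in size; some results filed as inactive show a strong effect at the top dose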
Target sequence (P00811 whole entry, looked up): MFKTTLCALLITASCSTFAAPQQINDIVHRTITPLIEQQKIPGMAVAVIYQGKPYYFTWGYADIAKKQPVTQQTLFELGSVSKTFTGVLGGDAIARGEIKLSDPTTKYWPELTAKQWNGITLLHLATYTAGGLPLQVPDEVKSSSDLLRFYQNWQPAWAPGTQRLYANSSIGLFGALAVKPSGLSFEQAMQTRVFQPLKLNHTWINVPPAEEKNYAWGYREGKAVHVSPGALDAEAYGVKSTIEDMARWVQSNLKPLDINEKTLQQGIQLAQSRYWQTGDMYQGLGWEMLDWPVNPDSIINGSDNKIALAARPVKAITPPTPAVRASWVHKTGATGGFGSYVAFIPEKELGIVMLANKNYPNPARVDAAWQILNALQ
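20 mM phosphate pH 7.0 + 0.01% (detergent screen) or 0.0001% Triton X-100; 5.3 nM AmpC reagent; cpd preinc 15 min RT; nitrocefin (800 uM stock) to start; A480 q20 s × 4 min; Activity was normalised to no-enzyme and no-compound control wells.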
AmpC inh detg: AmpC beta-lactamase inhibition with detergent present; AmpC hydrolysis of nitrocefin, absorbance 480 nm, 0.01% Triton; 370,000 compounds, 0.041% hits; Potency, µM (highest dose often 114 µM), for inactives: at the highest dose activity change, negative = inhibition, hits mostly inhibitors;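 note: potency is the fitted concentration of half-maximal effect; 0% = no-compound wells and -100% = no-enzyme wells; nearly all actives have a fitted effect of over 25% in size; some results filed as inactive show a strong effect at the top dose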
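AmpC (5.3 nM in the dispensed reagent) in 20 mM phosphate pH 7.0 with 0.01% (detergent screen) or 0.0001% Triton X-100 was preincubated with compounds for 15 min at room temperature. Nitrocefin was then added from an 800 uM solution, and hydrolysis was followed at 480 nm.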
AMA1 RON2 block: inhibitors of Plasmodium falciparum AMA1-RON2 interaction; AlphaScreen AMA1-biotinylated RON2 peptide binding; Potency, µM (top dose mostly 58.2 µM), for the others: at the highest dose activity change, negative = inhibition, usual class: inhibitors; 360,000 compounds, 0.2% hits; AID 720542;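 note: potency is the fitted concentration of half-maximal effect; 0% = vehicle wells and -100% = peptide control; nearly all actives have a fitted effect of over 45% in size; some results filed as inactive show a strong effect at the top dose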
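AMA1 (3D7) with his tag at 25 nM final met compounds first, then biotinylated RON2 peptide at 25 nM; detection used donor plus acceptor beads, 10 µg/mL apiece, read by AlphaScreen after 30 min at room temperature.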
FBPA Giardia inh: inhibitors of Giardia lamblia fructose-1,6-bisphosphate aldolase. purified Giardia FBPA. Potency, µM (highest dose often 59.6 µM), inactives show top-dose activity, negative = inhibition, usual class: inhibitors. 290,000 compounds, 0.71% hits; note: potency is the fitted concentration of half-maximal effect; % is set by controls: 0 for no effect and ±100 for the full control effect; nearly all actives have a fitted effect of over 55% in size
Target sequence (A8B2U2 whole entry, looked up): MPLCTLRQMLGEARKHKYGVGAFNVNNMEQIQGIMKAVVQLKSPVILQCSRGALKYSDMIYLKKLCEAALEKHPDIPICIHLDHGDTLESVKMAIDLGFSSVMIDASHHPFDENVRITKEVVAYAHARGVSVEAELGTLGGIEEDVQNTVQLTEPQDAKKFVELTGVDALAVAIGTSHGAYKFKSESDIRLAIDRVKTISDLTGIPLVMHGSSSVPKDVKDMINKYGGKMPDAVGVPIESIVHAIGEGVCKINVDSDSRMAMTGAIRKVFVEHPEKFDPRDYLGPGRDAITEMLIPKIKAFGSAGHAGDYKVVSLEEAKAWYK
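40 nM FBPA preincubated 10 min at RT with compound (up to 57.5 uM final), then substrate plus GAPDH/TPI/NAD/arsenate coupling and diaphorase/resazurin added. Fluorescence read after 20 min at RT, 525/598 nm.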
Cycloheximide cs: affects cycloheximide protein synthesis inhibition readout, counter-screen; 300,000 compounds, 12% hits; max response, %; cell reporter, cycloheximide protein synthesis inhibition counterscreen; in the data active = max response mostly above about 13%, no sharp cut-off; inactive = mostly below about 14%; note: read at 38.3 µM for the half of the compounds with a filed dose; 0% is about no effect
Numbers without * were called inactive; ? = inconclusive; . = no result given; & = joins results of further samples; [ ] = dose if it differs, or a comment. Unless noted, calls come from the whole dose curve; as a rule, active = well fitted curve in the direction sought with a large enough effect; inconclusive = small, poorly fitted or top-dose-only effect, or another doubt; inactive = no such curve, though single readings can be large; an effect the other way counts as inactive or inconclusive.

compound	HCMV inh	FBPA Giardia inh	Shiga toxin inh	AMA1 RON2 block	AmpC no deterg	AmpC inh detg	Cycloheximide cs
Cc1[nH]n(C(N)=S)c(=O)c1C(c1ccccc1)C(C#N)C#N (stereo unspecified)	?	24%	12	18%	-40%	1%	-1
Cc1cc(C)cc(NC(=O)Nc2cnccn2)c1	-26	.	31	0%	-29%	-3%	-6
CCS(=O)(=O)NC(C)C(c1cccs1)N1CCN(C)CC1 (stereo unspecified)	3	10%	-5	-3%	-10%	-11%	4
Cc1sc2nc(C3CC3)nc(SCC(=O)NCc3ccco3)c2c1C	7	12%	21	14%	-22%	?	25
COCC(=O)Nc1ccc(-c2cn3cccnc3n2)cc1	60	0%	36	22%	3%	4%	27*
COC(=O)[C@H](C)NC(=O)Nc1cccc(Br)c1	-39	1%	-5	0%	-14%	-1%	9
CC1=CC(=NOC(=O)c2cccc([N+](=O)[O-])c2)C=C(C)C1=O	-10	?	45	8%	-10%	-6%	23*
CCCn1c(SCC(=O)NCc2cccs2)nc2c1c(=O)n(C)c(=O)n2C	52	0%	54	-1%	-18%	?	1
CCC(=O)N1CCc2cc(S(=O)(=O)NCCN3CCC(C)CC3)ccc21	1	3%	-7	15%	-12%	2%	0
O=C(COC(=O)Cc1c(F)cccc1Cl)Nc1ccc2[nH]c(=O)[nH]c2c1	2	.	.	0%	-26%	.	.
CC(c1ccon1)N(C)Cc1cn(C)nc1-c1ccc2c(c1)OCCO2 (stereo unspecified)	-5	-4%	19	25%	8%	5%	2
COC(=O)C1(CC2CC(c3ccncc3)=NO2)CCN(C(=O)OC(C)(C)C)CC1 (stereo unspecified)	?	.	.	4%	78%[activator]	-13%	.
CCOc1ccc(NC(=S)N(CCc2c(C)[nH]c3ccc(C)cc23)Cc2ccncc2)cc1	-29	0%	-11	3%	69%[activator]	-12%	-3
Cc1cc2[nH]c(=O)c(=O)[nH]c2cc1S(=O)(=O)N1CCN(c2cccc(Cl)c2)CC1	13&22	-18%	-6	-1%	-53%	-14%&11%	-2
Cc1ccc(CNC(=O)CSc2nc3ccsc3c(=O)n2Cc2ccccn2)cc1	-31	-9%	22	20%	1%	6%	1
COCc1ccc(C(=O)Nc2ccc(C(=O)O)cc2)o1	-23	1%	3	21%	-13%	3%	12
Cc1c2c(n3c(nc4ccccc43)c1C#N)N(CCN(C)C)CC2	35	3%	-25	-4%	-13%	0%	1
Nc1ccc2nc(C3CCCCC3)[nH]c2c1	25	?	95	-15%	-30%	3%	13*
CC(C)(C)N(NC(=O)Nc1ccccc1)C(=O)c1ccccc1	7	0%	16	-2%	-9%	?	-2
Cc1ccc2c(c1)N(CCCC(=O)NCCC1=CCCCC1)C(=O)CO2	25	?	19	-2%	60%	5%	7
O=C(CN1CCN(c2cccc(Cl)c2)CC1)NCc1ccccc1	26	-4%	-5	-2%	56%[activator]	-14%	-1
Cc1ccc(-c2cc(C(=O)NCCN3CCOCC3)c3ccccc3n2)o1	33	0%	-6	0%	1%	1%	-1
Cc1csc(SCC(=O)Nc2nnc(C)s2)n1	-24	?	3	5%	-11%	6%	-2
Cc1nnc2sc(-c3ccncc3)nn12	-14	10%	24	-13%	-8%	-5%	7
COC(=O)CSC1=NS(=O)(=O)c2ccccc21	.	3%	-12	-9%	-13%	1%	-1
Cc1cc2c(cc1S(=O)(=O)NCCc1ccccc1)NC(=O)CO2	-1	.	.	-5%	-21%	-16%	.
CC1(C)Cc2sc3c(=O)[nH]c(=S)[nH]c3c2CO1	-31	10µM*	42	75%[activator]	-17%	-1%	1
CC1=CC=CN2C1=NC(=O)CC2(C)C(=O)N(CC(=O)NC1CCCC1)c1ccccc1C (stereo unspecified)	-34	0%	11	3%	-12%	2%	-9
COc1ccc(S(=O)(=O)N2CCOCC2)cc1NC(=O)CCc1c[nH]c2ccccc12	-26	0%	-9	-8%	-5%	-1%	1
CN1Cc2c(N3CCOCC3)nc3sc(C(=O)c4ccc(Br)cc4)c(N)c3c2CC1(C)C	-95*	-17%	-19	?	164%[activator]	3%	-2
C=CCN(c1ccccc1)S(=O)(=O)c1cccc(C(=O)Nc2nc3ccccc3[nH]2)c1	-8	16%	4	14%	10µM*	-12%	5
CC1COc2ccccc2N1C(=O)c1ccc(Cl)nc1 (stereo unspecified)	?	5%	-2	-14%	-2%	-3%	-4
COc1ccccc1N1C(=O)C2C3C=CC(C3)C2C1=O (stereo unspecified)	14	2%	21	0%	-4%	2%	-1
C/C(N)=C(/C#N)C(=O)COc1ncnc2ccc(Br)cc12	58	7%	-8	-7%	-26%	-1%	-3
CCNC(=O)NCCNC(=O)c1cc(OCC(F)(F)F)ccc1OCC(F)(F)F	-25	5%	10	-9%	89%[activator]	-9%	3
COCc1cc(=O)[nH]c(/N=C(\N)Nc2cccc(Cl)c2)n1	-27	-7%	12	43%[activator]	-20%	-12%	10

Structural class: the entries above containing a tert-butyl group
compound	HCMV inh	FBPA Giardia inh	Shiga toxin inh	AMA1 RON2 block	AmpC no deterg	AmpC inh detg	Cycloheximide cs
COC(=O)C1(CC2CC(c3ccncc3)=NO2)CCN(C(=O)OC(C)(C)C)CC1 (stereo unspecified)	?	.	.	4%	78%[activator]	-13%	.
CC(C)(C)N(NC(=O)Nc1ccccc1)C(=O)c1ccccc1	7	0%	16	-2%	-9%	?	-2

Continued:
compound	HCMV inh	FBPA Giardia inh	Shiga toxin inh	AMA1 RON2 block	AmpC no deterg	AmpC inh detg	Cycloheximide cs
CCc1ccccc1NC(=O)CN(C)C(=O)c1cc(C2CC2)nn1-c1ccccc1	-18	.	.	0%	17%	-8%	.
O=S(=O)(O)c1ccc(N2N=C(c3ccccc3)CC2c2ccccc2)cc1 (stereo unspecified)	18	3%	-16	24%	-18%	2%	8
CSc1nc(NCC(C)C)nc(N2CCOCC2)n1	32	1%	-2	-3%	-2%	?	-3
Cc1ccc(C(=O)Nc2cccnc2)cc1S(=O)(=O)N1CCCCCC1	-9	.	30	-4%	5%	4%	26*
COc1cc(NC(=O)c2cc(Br)cc(C)c2OC)ccc1NC(=O)C(C)C	?	-2%	18	8%	63%[activator]	4%	-4
Cc1ccnc2nc(C(=O)NCc3ccccc3)nn12	28	5%	-14	6%	-16%	4%	-1
CCOC(=O)C1CCCN(C(=O)C2CCN(S(=O)(=O)c3ccc4ccccc4c3)CC2)C1 (stereo unspecified)	-10	.	-6	-5%	317%	2%	-2
CCCOc1ccccc1N/C(N)=N/c1nc(C)cc(C)n1	-19	7%	-15	-7%	-14%	7%	-3
Cc1cc(C)nc(NNS(=O)(=O)c2ccc(F)c(Cl)c2)n1	-10	.	.	24%	0%	2%	.
COc1ccc(OC)c(CC(=O)N2CCc3cc(OC)c(OC)cc3C2)c1	-39	3%	-4	-7%	-2%	?	3
COc1ccccc1/C=C1\SC(=S)N(CC(=O)Nc2nnc(C)s2)C1=O	50	-3%	-22	.	-32%	2%	-2
CC(C)C(NC(=O)C1CCCCC1)C(=O)NCc1ccccn1 (stereo unspecified)	4	3%	-16	-2%	-10%	0%	-1
Cc1ccc(S(=O)(=O)/N=C(/NC(=S)Nc2c(C)n(C)n(-c3ccccc3)c2=O)c2ccccc2)cc1	-30	-21%	6	-1%	-11%	3%	-1
Cc1ccc(S(=O)(=O)N2CCN(CC(=O)Nc3ccccc3Cl)CC2)cc1	-12	.	.	5%	-15%	-14%	.
Cc1ccc(-n2nc3c(=O)n(CCCC(=O)N4CCC(C(N)=O)CC4)nc(C)c3c2C)cc1	-22	-2%	-4	7%	5%	2%	7
COC(=O)CCC(=O)OC1(C)C(=O)C=C2C=C(C3CC3)N(CCCOC(C)C)C=C2C1=O (stereo unspecified)	.	?	-2	0%	63%[activator]	3%	-4
CC(=O)c1cccc(N(C(=O)Cn2nnc3ccccc32)C(C(=O)NCc2ccccc2)c2ccccn2)c1 (stereo unspecified)	-29	-1%	-17	9%	11%	-2%	-1
Cc1ccccc1-c1cc(C(=O)n2cccn2)c2cc(Cl)ccc2n1	-29	-1%	-15	-5%	-14%	-7%	-1
COc1ccc(C(=O)NC(=S)Nc2ccc(S(=O)(=O)Nc3cc(OC)nc(OC)n3)cc2)cc1	-12	?	2	31%[activator]	-44%	-2%	-5
COc1ccc2[nH]c(=O)c(C(c3nnnn3CC3CCCO3)N3CCc4ccccc4C3)cc2c1 (stereo unspecified)	12	-29%	-11	5%	31%	-13%	-3
O=C(NNS(=O)(=O)c1ccc(CCCl)cc1)C(O)(c1ccccc1)c1ccccc1	-14	2%	-2	2%	-19%	?	-2
Cc1cc(NC(=O)CCN2C(=O)C3C4CCC(C4)C3C2=O)cc(C)c1Br (stereo unspecified)	-34	6%	12	-18%	100%[activator]	-13%	6
COc1ccccc1OCc1ccc(C(=O)N(C)c2ccccc2)o1	-5	11%	3	6%	13%	?	7
Cc1occc1-c1nnc(SCC(=O)NCc2ccc3c(c2)OCO3)n1CC(C)C	-29	-1%	-1	0%	15%	-9%	-2
CCOC(=O)C1=C(N)OC2=C(C(=O)CCC2)C12C(=O)Nc1ccccc12 (stereo unspecified)	111	-2%	6	1%	-4%	-4%	-2
CCOc1ccc2[nH]c(=O)c(C(c3nnnn3Cc3ccco3)N3CCN(C)CC3)cc2c1 (stereo unspecified)	-35	0.89µM*	96*	-4%	-2%	-2%	29*
Cc1ccc(CN=C(N)Nc2nc(C)cc(C)n2)cc1	-80*	-4%	-12	0%	-13%	3%	-7
COc1ccc(Oc2coc3cc(OC(=O)c4cncc(Br)c4)ccc3c2=O)cc1	63	10%	31	-2%	-20%	-2%	6
COCc1ccc(C(=O)N2CCCC(C(=O)c3ccc(Cl)cc3C)C2)o1 (stereo unspecified)	0	.	12	1%	133%[activator]	-11%	5
OC(COc1ccccc1)CN(Cc1ccccc1)CC(O)COc1ccccc1 (stereo unspecified)	2	.	.	0%	30%	-4%	.
O=C(NCCc1nnc2ccc(NCc3cccnc3)nn12)c1ccccc1F	-32	4%	-17	-3%	-9%	-1%	-2
Cc1cccc(CCNC(=O)c2cccc(NC3=NC4CS(=O)(=O)CC4S3)c2)c1 (stereo unspecified)	2	-10%	-3	13%	-13%	?	2
CCO[C@@H]1OC(C(=O)NCc2ccccc2)=C[C@H](C2CCCCC2)[C@H]1CCCO	-22	-15%	-20	0%	125%[activator]	3%	-2
CC(=O)/C(C#N)=C1\NC(=O)C(Cc2cc(Cl)ccc2Cl)S1 (stereo unspecified)	-89*	20%	3	0%	-47%	3%	-1
